# Bioassay records from PubChem BioAssay.
# HSF-1 act = HSF-1 activators, primary screen, NIH3T3-HGL cells, MG132 stress, luminescence, single point; activation, % at 9 µM; NIH3T3-HGL HSF-1 luciferase reporter, 8 h; 100% = twice DMSO control signal; AID 504408, 2011; 300,000 compounds, 1.7% hits;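 active means mean replicate activation of at least 50% with a set share of replicates each reaching 50%; inconclusive means only one of those two conditions met; inactive means mean below 50% and too few replicates reaching it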;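 further: 0% = median of the neutral control wells and 100% = twice that signal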
# HSP90 inh = HSP90 inhibitors, primary screen, cell lysate, luminescence. Heat shock protein HSP 90 (rabbit reticulocyte lysate; luciferase refolding). Rabbit reticulocyte lysate, luciferase refolding luminescence, 3 h. inhibition, % at 5.6 µM. 290,000 compounds, 0.91% hits;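 active means inhibition above the screen-wide mean plus 3 SD, computed separately per campaign, cut at about 16% in these data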;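 further: 0% = DMSO wells and 100% = 60 µM geldanamycin wells; inhibitors lower the luminescence because luciferase stays unfolded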
# GSK3A inh = blockers of GSK3A enzyme activity – biochemical, luminescence, cell-free homogeneous, HTS, primary screen; GSK-3 alpha kinase, ADP-Glo luminescence, 60 min; inhibition, % at 10 µM; 320,000 compounds, 0.1% hits;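 in the data active means inhibition above about 50%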;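 further: GST-tagged GSK-3 alpha with peptide substrate and 25 µM ATP; 0% = DMSO neutral wells and 100% = GW8510 positive control wells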
# Target sequence (P49840 whole entry, looked up): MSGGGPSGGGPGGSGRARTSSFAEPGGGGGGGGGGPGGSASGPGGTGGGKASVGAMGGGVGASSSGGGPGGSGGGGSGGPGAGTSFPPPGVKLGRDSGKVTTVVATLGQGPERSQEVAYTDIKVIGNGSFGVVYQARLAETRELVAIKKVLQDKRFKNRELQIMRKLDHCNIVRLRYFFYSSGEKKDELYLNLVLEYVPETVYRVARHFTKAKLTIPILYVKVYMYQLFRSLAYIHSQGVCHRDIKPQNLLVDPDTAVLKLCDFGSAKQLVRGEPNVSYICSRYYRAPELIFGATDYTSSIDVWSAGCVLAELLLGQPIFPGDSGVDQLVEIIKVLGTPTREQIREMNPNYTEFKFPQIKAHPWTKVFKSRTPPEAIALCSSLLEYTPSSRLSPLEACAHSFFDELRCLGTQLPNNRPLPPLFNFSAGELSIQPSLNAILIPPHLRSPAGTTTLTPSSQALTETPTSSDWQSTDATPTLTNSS
# GSK3B inh = human GSK3beta kinase inhibitors, primary screen, biochemical, cell-free homogeneous, HTS; Glycogen synthase kinase-3 beta (Homo sapiens), P49841; GST-GSK3beta kinase, ADP-Glo luminescence, 60 min; stronger effect = lower value; 300,000 compounds, 0.038% hits; AID 2097, 2009; activity score (negative = inhibition), % at 10 µM;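 active means more than half of replicate wells score below -50%, meaning over 50% inhibition versus plate controls; inconclusive means some replicates but at most half score below -50%; inactive means no replicate scores below -50%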;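 further: 0% = median DMSO wells and -100% = median GW8510 positive control wells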
# Target sequence (P49841 whole entry, looked up): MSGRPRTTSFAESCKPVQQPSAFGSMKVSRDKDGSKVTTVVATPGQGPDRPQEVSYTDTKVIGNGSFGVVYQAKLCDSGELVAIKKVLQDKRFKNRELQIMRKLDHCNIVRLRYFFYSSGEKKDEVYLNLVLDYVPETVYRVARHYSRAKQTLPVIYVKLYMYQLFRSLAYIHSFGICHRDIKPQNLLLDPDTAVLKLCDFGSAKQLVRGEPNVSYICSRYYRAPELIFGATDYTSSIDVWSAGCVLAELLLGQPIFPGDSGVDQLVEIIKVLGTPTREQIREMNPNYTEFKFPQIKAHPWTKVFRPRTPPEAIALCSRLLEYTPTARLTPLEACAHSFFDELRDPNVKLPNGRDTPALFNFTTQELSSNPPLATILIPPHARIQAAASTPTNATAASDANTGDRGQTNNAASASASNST
#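 Assay system: GST-tagged human GSK3beta kinase, cell-free; Input: 1.6 ng GSK3beta; Medium: Tris/MgCl2 kinase buffer; Timing: 60 min enzyme reaction, room temperature; Signal: ADP-Glo luminescence quantifying ADP generated by kinase; Evaluation: score relative to plate controls; Benchmarks: DMSO neutral wells and GW8510 at 20 µM as positive.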
# aSyn 5UTR inh = MLPCN primary screen, SNCA 5' untranslated region. inhibition, % (tested at 7.5 µM). 300,000 compounds, 0.82% hits. alpha-synuclein 5'UTR reporter, inhibitor activity; in the data active means inhibition above about 60%; inconclusive means no clear call, values can overlap the other calls;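 further: H4 neuroglioblastoma cells stably carrying SNCA 5'UTR luciferase fusion; 0% = DMSO wells and 100% = positive control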
# HSF1 inh = HSF1 inhibitors in luciferase reporter cells, primary screen, cell-based, NIH3T3, luminescence. NIH3T3-HGL HSE-luciferase, MG132-induced, luminescence 8 h; stronger effect = lower value. 300,000 compounds, 0.77% hits. activity change, negative = inhibition, % at 7.5 µM (by protocol);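 active means more than half of replicate wells show activity change below -50%, luminescence cut by over half; inconclusive means some wells, but at most half, below -50%; inactive means no replicate well below -50%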;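 further: luciferase reports HSF-1 transcriptional activity via heat shock element; 0% = median of DMSO wells and -100% = zero luminescence signal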
# Platelet DG rel = inhibitors of platelet dense granule secretion, primary screen, cell-based, MLPCN, human platelets | human platelet-rich plasma, SFLLRN dense granule ATP release, luminescence | inhibition, %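 (compounds screened at 7.5 µM in platelet-rich plasma)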 | 300,000 compounds, 0.22% hits | AID 1663, 2009;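 active means mean replicate score, as percent of positive control, at or above 50; inconclusive means mean below 50 but at least one replicate at or above 50; inactive means mean and every replicate below 50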
# IEC-6 cytotox = cytotoxicity in IEC-6 intestinal epithelial cells, primary screen, cytotoxicity control for KLF5 inhibitor project, cell-based, luminescence | IEC-6 cytotoxicity, luminescence viability | inhibition, % at 5 µM | 290,000 compounds, 0.78% hits | AID 1825, 2009; in the data active means inhibition above about 22%;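 further: 0% = plate median of test compound wells and 100% = cytotoxic reference compound wells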
# Dyrk1A ADPGlo = rat Dyrk1A kinase inhibitors, primary screen, biochemical, single point, plate reader; inhibition, % at 12.5 µM; ADP-Glo luminescence, NFATc1 peptide; 310,000 compounds, 0.43% hits; in the data active means inhibition above about 50%;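 further: plate controls were vehicle with enzyme for no effect and no enzyme for full effect; many of its hits are not listed in these tables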
# KLF5 inh = KLF5 expression inhibitors, primary screen, DLD-1 cells, luminescence. DLD-1 KLF5 promoter-luciferase reporter. inhibition, % at 5 µM. 290,000 compounds, 0.23% hits;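 active means inhibition above a per-plate limit of that plate's mean compound inhibition plus 3 SD, cut at about 60% in these data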;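 further: 0% = DMSO wells and 100% = LY294002 at 200 µM; higher means less KLF5 promoter-driven luciferase light; inactives centre near -14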
# * hit, by the source's call; u = inconclusive; x = not tested or not shown. These rows are one share of the data; the hit share may differ from the screen's.
no.	Molecule	HSF-1 act	HSP90 inh	GSK3A inh	GSK3B inh	aSyn 5UTR inh
1	CCc1nnc(NC(=O)CCC(=O)NC2CCCCCC2)s1	1	3	0	2	18
2	COc1ccc(C2Nc3ccccc3C(=O)N2NS(C)(=O)=O)cc1OC (centres undefined)	-1	0	1	1	-3
3	O=C(O/N=C1/CCCc2occc21)c1ccccc1	8	2	4	-4	-7
4	CCCCCC(=O)N/N=C(\C)c1ccccn1	-21	0	-1	2	67*
5	CCC(=O)c1ccc(OCC(O)CN2CC(C)OC(C)C2)cc1 (centres undefined)	1	4	-1	-5	4
6	Cc1ccc2nc(Cl)c(/C=N/Nc3nc(C)cc(C)n3)c(=O)n2c1	16	5	x	3	-55
7	COc1ccc(-c2cc(C(=O)N3CCOCC3)c3cc(C)ccc3n2)cc1	-13	1	1	-4	-30
8	CCOC(=O)C1CCCN(C(=O)c2cccc(S(=O)(=O)N(Cc3ccccc3)c3ccccc3OC)c2)C1 (centres undefined)	16	x	1	4	7
9	CN(Cc1cnccn1)Cc1nc(Cc2ccccc2F)no1	13	-2	0	0	-6
10	O=C(CN1CCN(c2ccccc2)CC1)Nc1ccc(-n2cnnn2)cc1	-6	-2	-2	0	-14

no.	HSF1 inh	Platelet DG rel	IEC-6 cytotox	Dyrk1A ADPGlo	KLF5 inh
1	0	3	6	-2	-26
2	-7	2	2	-4	-21
3	8	0	4	7	-6
4	-4	-10	0	5	-20
5	0	-12	1	-1	5
6	6	12	14	3	-19
7	0	8	1	1	-10
8	10	0	x	-2	x
9	-15	-9	3	-4	1
10	-12	-4	4	0	-16

# The list goes on.
no.	Molecule	HSF-1 act	HSP90 inh	GSK3A inh	GSK3B inh	aSyn 5UTR inh
11	COc1cccc(CNC(=O)C(=O)NCC2CCCN2S(=O)(=O)c2cc(C)ccc2C)c1 (centres undefined)	3	x	0	-17	12
12	Cc1ccc(C)c(N2CCN(S(=O)(=O)c3cn(C)cn3)CC2)c1	-17	-1	0	4	-4
13	COCCn1c(SCC(=O)Nc2ccc(C)cc2)nc2c(oc3ccccc32)c1=O	-6	3	-4	0	25
14	CCC(C)C(NC(=O)C1CCC(C)CC1)C(=O)Nc1cc(OC)ccc1OC (centres undefined)	19	0	0	3	-2
15	O=c1oc(-c2ccc([N+](=O)[O-])cc2)nc2ccc(O)cc12	15	-2	0	-5	24
16	CCOc1ccccc1NC(=O)c1ccc(S(=O)(=O)N(C)C)cc1	12	2	-3	-2	-31
17	Cc1ccc(-n2c(SCC(=O)NC3CCS(=O)(=O)C3)nc3ccccc3c2=O)cc1 (centres undefined)	-10	1	1	4	3
18	Cc1cc(C)nc(Nc2ccc(Cl)cc2C)n1	-7	-4	1	-3	-2
19	COc1ccccc1CNC(=O)CSc1ccc(-c2ccccn2)nn1	3	2	-2	2	7
20	Cc1ccc(S(=O)(=O)N/N=C\c2cn(CC(N)=O)c3ccccc23)cc1	-4	-5	-2	1	8

no.	HSF1 inh	Platelet DG rel	IEC-6 cytotox	Dyrk1A ADPGlo	KLF5 inh
11	1	6	x	1	x
12	-2	-2	2	1	-14
13	-1	8	-1	-1	-3
14	-5	1	-2	-6	-29
15	-1	u	1	10	-15
16	-5	-7	1	-3	-17
17	0	-1	2	-2	2
18	3	-3	1	-3	-22
19	0	0	0	4	-29
20	5	-1	-10	3	-10

# The list goes on.
no.	Molecule	HSF-1 act	HSP90 inh	GSK3A inh	GSK3B inh	aSyn 5UTR inh
21	C=CCn1cccc(C(=O)Nc2ccc(C)c(Cl)c2)c1=O	12	-3	-1	-1	-140
22	Cc1noc(C)c1COC(=O)Cc1ccc(Br)cc1	35	2	1	4	-2
23	O=C(CCCn1c(=O)[nH]c2ccsc2c1=O)N1CCN(Cc2ccc3c(c2)OCO3)CC1	4	-2	-1	-2	-1
24	Cc1cc(S(=O)(=O)NCC(C)C)ccc1OCC(=O)NCC1CCCO1 (centres undefined)	10	-2	-3	8	14
25	COc1ccc(CN2CCNC(=O)C2CC(=O)NC2CCOCC2)cc1C (centres undefined)	8	4	x	-6	-22
26	Nc1ccc(-c2n[nH]c(=O)c3ccccc23)cc1N	-9	3	-2	-2	15
27	CCc1ccc2oc(C(=O)N3CCN(c4ccccc4OC)CC3)cc(=O)c2c1	42	-1	-1	2	-4
28	CC(C)C[C@H]1CNC(=O)C(=O)N1C[C@H](C)NC(=O)Cc1ccccc1	-12	-3	0	3	18
29	O=C(NC(=S)Nc1cccc(NC(=S)NC(=O)c2ccco2)n1)c1ccco1	-1	3	0	7	-49
30	Cc1cc2c(N3CCCCC3C)ncnc2s1 (centres undefined)	-3	-2	0	-1	20

no.	HSF1 inh	Platelet DG rel	IEC-6 cytotox	Dyrk1A ADPGlo	KLF5 inh
21	-5	7	10	-4	-136
22	21	-3	0	x	-11
23	-5	-4	-2	-7	-4
24	-1	28	2	-7	-31
25	-2	-8	-4	-11	-13
26	-5	0	-4	13	-32
27	8	-4	31*	-1	8
28	-1	-3	2	5	-21
29	3	0	3	21	-23
30	-2	-1	-10	-16	-38

# (next part)
no.	Molecule	HSF-1 act	HSP90 inh	GSK3A inh	GSK3B inh	aSyn 5UTR inh
31	Cc1cccn2c(=O)c(/C=C(\C#N)C(N)=O)c(N3CCN(Cc4ccc5c(c4)OCO5)CC3)nc12	15	3	0	-1	40
32	CCN(CC)c1ccc(/C=C(\C#N)c2ccccn2)cc1	-64	21*	x	0	36
33	CCOC1OC(=O)C(Cl)=C1Nc1ccc(C)cc1C (centres undefined)	-11	0	-5	0	-2
34	Cc1cs/c(=N\N=C\c2ccccc2)n1Cc1ccco1	x	-1	-4	x	x
35	Cc1nc(N2CCN(c3ccccc3)CC2)[nH]c(=O)c1CCC(C)C	6	-2	0	-5	-18
36	CCC(=O)N1CCN(c2ccc(Cl)cc2NC(=O)Cc2ccc(Cl)cc2)CC1	24	2	-1	-5	-43
37	CC(C)CCN1C(=O)c2ccc(C(=O)OCn3nnc4ccccc4c3=O)cc2C1=O	5	-1	0	-1	-6
38	CN1CC(c2ccc(C#N)cc2)C2(COc3ccccc3C2=O)C12C(=O)Nc1ccccc12 (centres undefined)	20	-4	0	1	-5
39	CCCCn1c(N)c(N(CCOC)C(=O)c2ccc(COc3ccccc3)o2)c(=O)[nH]c1=O	2	x	2	2	4
40	CCCNC(=S)N1CCN(CC)CC1	1	0	0	3	-16

no.	HSF1 inh	Platelet DG rel	IEC-6 cytotox	Dyrk1A ADPGlo	KLF5 inh
31	2	5	-2	3	9
32	-58*	9	0	2	-129
33	2	-2	9	-2	-15
34	x	x	2	-4	-38
35	3	-2	-7	-4	0
36	19	1	-3	9	9
37	-7	10	5	6	1
38	2	0	3	-4	-4
39	-4	2	x	4	x
40	5	-2	0	-2	-24

# Going on with the list.
no.	Molecule	HSF-1 act	HSP90 inh	GSK3A inh	GSK3B inh	aSyn 5UTR inh
41	CC(C)N(Cc1c(O)ccc2c(=O)c(-c3ccc(Cl)cc3)coc12)C(C)C	25	-2	-2	0	-17
42	Cc1ccc(-c2nnn(CC(=O)N(CC3CCCO3)C(C(=O)NC3CCCCC3)c3ccc(F)cc3)n2)o1 (centres undefined)	-1	-2	-3	2	-30
43	CC(=O)N1N=C(c2ccccc2)CC1c1ccc(F)cc1 (centres undefined)	19	-1	0	5	-2
44	COc1ccc(CCNC(=O)CNCCc2ccc(F)cc2)cc1	-47	2	-4	1	-9
45	Cc1c(NC(=O)/C(C#N)=C/c2ccc(-c3ccccc3Cl)o2)c(=O)n(-c2ccccc2)n1C	29	1	0	7	u
46	Cn1c(CNc2cccc(Cl)c2)nnc1SCC(=O)OC1CCCCC1	-2	4	-1	1	0
47	Cc1nn(CCOc2ccccc2)c(=O)n1-c1ccc(F)cc1	21	-1	-2	-1	-65
48	O=C(/C=C\c1ccc2c(c1)OCO2)NC1(C(=O)Nc2ccc3c(c2)OCCO3)CCCCC1	-13	6	-4	3	0
49	COC(=O)c1ccccc1NC(=O)COC(=O)CO/N=C(\C)c1ccc2c(c1)OCO2	-5	-2	-2	2	3
50	O=C(O)CCCC(=O)NCCCc1ccccc1	0	0	-1	1	20

no.	HSF1 inh	Platelet DG rel	IEC-6 cytotox	Dyrk1A ADPGlo	KLF5 inh
41	7	1	1	-1	-11
42	1	-2	-1	3	-12
43	7	-6	-5	x	-17
44	-37	2	8	-6	4
45	10	-4	3	19	-12
46	5	-2	7	3	-22
47	-1	1	1	2	-30
48	-4	5	-1	6	5
49	-2	-1	0	-11	-28
50	-12	-4	-4	-1	-5

# More structures follow.
no.	Molecule	HSF-1 act	HSP90 inh	GSK3A inh	GSK3B inh	aSyn 5UTR inh
51	CC(=O)c1cccc(NC(=O)N2CCCC2C(=O)Nc2cc(C)ccc2C)c1 (centres undefined)	21	1	0	2	-4
52	CC(=O)NC1(c2ccccc2)CCN(Cc2nnnn2C(C)(C)C)CC1	-2	6	0	-5	-16
53	O=C1CSC(c2cccnc2)N1c1ccc(Cl)cc1 (centres undefined)	-10	1	-1	-3	-12
54	COC(=O)c1ccc(Oc2cc(C)nc(SC)n2)cc1	-23	0	x	-2	27
55	CC(OC(=O)c1nn(C)c(=O)c2ccccc12)C(=O)NC1CCCCC1C (centres undefined)	14	x	-4	1	-5

no.	HSF1 inh	Platelet DG rel	IEC-6 cytotox	Dyrk1A ADPGlo	KLF5 inh
51	-1	2	3	-4	-4
52	-9	-2	3	-1	-19
53	2	5	-2	0	-18
54	-10	-3	7	48	12
55	0	8	x	-3	x

# Some of these compounds in order of length of the SMILES, low to high.
no.	Molecule	HSF-1 act	HSP90 inh	GSK3A inh	GSK3B inh	aSyn 5UTR inh
50	O=C(O)CCCC(=O)NCCCc1ccccc1	0	0	-1	1	20
54	COC(=O)c1ccc(Oc2cc(C)nc(SC)n2)cc1	-23	0	x	-2	27
52	CC(=O)NC1(c2ccccc2)CCN(Cc2nnnn2C(C)(C)C)CC1	-2	6	0	-5	-16
49	COC(=O)c1ccccc1NC(=O)COC(=O)CO/N=C(\C)c1ccc2c(c1)OCO2	-5	-2	-2	2	3

no.	HSF1 inh	Platelet DG rel	IEC-6 cytotox	Dyrk1A ADPGlo	KLF5 inh
50	-12	-4	-4	-1	-5
54	-10	-3	7	48	12
52	-9	-2	3	-1	-19
49	-2	-1	0	-11	-28
